# Bioassay records as filed in PubChem.
# SR-BI HDL uptake = mouse SR-BI HDL lipid transfer inhibition. ldlA[mSR-BI] CHO cells, DiI-HDL uptake fluorescence, 3 h. hit rate 0.96% among 320,000. inhibition, % at 12.5 µM;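 active means mean replicate inhibition of at least 70% and a set share of replicates each scoring 70 or more; inconclusive means meets just one of the two criteria; inactive means fails both criteria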;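 further: 0% = median of neutral control wells and 100% = median of positive control wells; values of inactives mirror those of a sister screen read the other way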
# dFosB act = mouse delta FosB homodimer activation. hit rate 0.99% among 340,000. purified delta FosB, TAMRA-CDK5 oligo fluorescence polarization; percent of positive-control signal above neutral wells. activation, % at 25 µM. AID 493131. P13346;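 active means mean activation above about 17%, with every replicate also reaching it, limit read from the data, passing the limit was not always enough; inconclusive means only one of the two conditions met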;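 further: fluorescence polarization rise as delta FosB binds a TAMRA Cdk5 AP-1 oligo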
# HTR5A ag = counter-screen for OPRM1-OPRD1 agonists: human HTR5A agonism; activation, % at 9.3 µM; hit rate 0.61% among 340,000; HTR5A agonist assay, luminescence, cell-based; P47898; in the data active means activation mostly above about 9.5%, no sharp cut-off; inactive means mostly below about 7.6%;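 further: 0% = cells with vehicle only and 100% = reference agonist; strong numbers were not always called active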
# PvdQ acylase = blocks Pseudomonas aeruginosa PvdQ acylase activity. purified PvdQ acylase, fluorescence plate reader. inhibition, % at 10 µM. hit rate 0.063% among 340,000; in the data active means inhibition above about 30%, passing the limit was not always enough; inconclusive means no clear call, values can overlap the other calls;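 further: 0% = vehicle neutral wells and 100% = reference inhibitor wells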
# SR-BI DiI-HDL act = enhances SR-BI lipid uptake from DiI-HDL; CHO ldlA[mSR-BI] cells, DiI-HDL uptake fluorescence, 3 h; 100 = double the neutral-control signal; hit rate 0.096% among 320,000; AID 504775; activation, % at 12.5 µM;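 active means mean replicate activation of at least 60% and every replicate at or above 60%; inconclusive means mean or all-replicate condition met, but not both; inactive means mean below 60% and not all replicates reaching 60%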;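 further: 0% = median plate neutral-control signal and 100% = twice that signal; values of inactives mirror those of a sister screen read the other way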
#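 Material: SR-BI-overexpressing, LDLR-lacking CHO cells; schedule: compound exposure 3 h, 37 °C; reagent: DiI-labelled HDL at 10 µg/mL final; technique: bottom-read fluorescence, 550/595 nm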
# cardiac RTF act = increases calcium sensitivity of human cardiac regulated thin filaments | hit rate 0.24% among 340,000 | IANBD-labeled TnC RTF fluorescence at EC20 calcium; 0% EC20 calcium, 100% full calcium | activation, % at 7.2 µM;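 active means activation above the mean over all tested compounds plus 3 SD, cut at about 30% in these data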;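 further: rise in fluorescence read as greater calcium sensitivity of cardiac thin filaments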
# Wnt act = activates Wnt/beta-catenin signaling in a reporter cell assay. activator, plate reader. activation, % at 9.35 µM. hit rate 1.2% among 300,000. AID 743398; in the data active means activation above about 30%, passing the limit was not always enough; inconclusive means no clear call, values can overlap the other calls;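 further: 0% = neutral control wells and 100% = positive control wells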
# CDK5 inh = blocks human CDK5/p35 kinase activity; Q00535+Q15078; Recombinant CDK5/p35, ADP-Glo luminescence, 60 min; inhibition, % at 10 µM; hit rate 0.01% among 330,000;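 active means highest replicate inhibition of at least 50% and at least 75% of replicates reaching 50%; inconclusive means only one of the two criteria met; inactive means both criteria failed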;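 further: plate controls were DMSO neutral control for no effect and GW8510 at 10 µM for full effect; many of its hits are not listed in these tables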
# Target sequence (Q00535 whole entry, looked up): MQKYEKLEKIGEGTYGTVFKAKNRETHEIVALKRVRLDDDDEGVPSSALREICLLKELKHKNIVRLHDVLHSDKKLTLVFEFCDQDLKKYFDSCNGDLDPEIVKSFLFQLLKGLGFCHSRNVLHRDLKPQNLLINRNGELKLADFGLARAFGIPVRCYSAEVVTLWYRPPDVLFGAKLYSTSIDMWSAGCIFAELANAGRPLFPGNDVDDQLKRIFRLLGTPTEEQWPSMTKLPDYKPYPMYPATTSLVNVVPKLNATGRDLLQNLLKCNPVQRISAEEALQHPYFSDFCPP
# Target sequence (Q15078 whole entry, looked up): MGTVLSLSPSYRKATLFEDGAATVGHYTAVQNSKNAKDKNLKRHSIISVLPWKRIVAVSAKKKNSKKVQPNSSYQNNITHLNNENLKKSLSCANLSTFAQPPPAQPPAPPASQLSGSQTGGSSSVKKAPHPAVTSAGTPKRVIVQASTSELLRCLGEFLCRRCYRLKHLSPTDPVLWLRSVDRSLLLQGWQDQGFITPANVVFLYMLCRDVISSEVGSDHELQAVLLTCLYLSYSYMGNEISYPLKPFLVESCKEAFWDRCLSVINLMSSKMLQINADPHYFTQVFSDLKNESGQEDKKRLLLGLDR
# Rtt109 HAT inh = blocks Candida albicans Rtt109/Vps75 acetyltransferase activity. Q5AAJ8. purified Rtt109/Vps75, ThioGlo CoA-SH fluorescence, 4 h. inhibition, % at 34.9 µM. hit rate 0.16% among 330,000;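 active means inhibition of at least 50% in every replicate; inconclusive means best replicate reaches 50% inhibition but some replicates fall short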
# Target sequence (Q5AAJ8 whole entry, looked up): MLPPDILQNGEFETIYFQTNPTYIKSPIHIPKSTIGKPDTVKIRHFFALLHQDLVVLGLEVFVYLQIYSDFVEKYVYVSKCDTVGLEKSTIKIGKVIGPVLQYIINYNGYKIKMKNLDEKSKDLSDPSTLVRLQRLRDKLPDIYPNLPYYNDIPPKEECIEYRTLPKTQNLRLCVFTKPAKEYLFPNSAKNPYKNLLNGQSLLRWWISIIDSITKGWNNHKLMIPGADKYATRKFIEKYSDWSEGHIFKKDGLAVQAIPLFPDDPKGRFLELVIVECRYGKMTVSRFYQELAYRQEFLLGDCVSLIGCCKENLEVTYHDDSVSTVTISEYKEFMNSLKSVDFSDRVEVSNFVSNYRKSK
# MITF TRPM1 HTS = activators of MITF-driven TRPM1 promoter activity in SK-MEL-5 cells | activation, % at 12.5 µM | hit rate 0.75% among 300,000 | SK-MEL-5 TRPM1-promoter luciferase, 24 h; % of positive control, neutral wells = 0;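 active means mean activation of at least 80% with every replicate also reaching 80%; inconclusive means mean reaches 80% but some replicate falls short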;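 further: 0% = neutral control wells and 100% = parthenolide positive control wells; values of inactives mirror those of a sister screen read the other way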
# Numbers without * were called inactive; ? = inconclusive; · = no result given. This is a random part of the collection. Share with any hit: about 4.4%.
# Every second line gives: SR-BI HDL uptake	dFosB act	HTR5A ag	PvdQ acylase	SR-BI DiI-HDL act	cardiac RTF act	Wnt act	CDK5 inh	Rtt109 HAT inh	MITF TRPM1 HTS
- CC[C@@H]1C=C(C(=O)O)[C@H](c2ccc(C)cc2)N1S(=O)(=O)c1ccc(C)cc1
 : 0	-4	-4	5	0	-7	0	0.2	0	-5
- Fc1ccc(C(c2nnnn2C2CCCC2)N2CCN(Cc3ccncc3)CC2)cc1 (stereo not drawn)
 : 1	1	1	6	-1	4	0	0.2	10	-3
- COc1cc(S(=O)(=O)NCc2ccc3c(c2)OCO3)c(OC)cc1C
 : -1	-14	0	-10	1	-1	0	-1.0	-6	-8
- O=C(Oc1ccc(OC(=O)N2CCCCC2)cc1)c1ccccc1
 : -8	-5	-6	-2	8	5	15	-1.2	-5	56
- O=C(NC1CCCc2ccccc21)C1CCC(CNc2c(N3CCOCC3)c(=O)c2=O)CC1 (stereo not drawn)
 : -1	-2	3	-16	1	3	-2	-0.3	-4	·
- COc1ccc(C2CC(=O)Oc3ccc(OC)cc32)cc1 (stereo not drawn)
 : -8	-7	0	-16	8	-1	0	1.3	-7	-7
- Cc1nc2ccc(C(=O)O)cc2[nH]1
 : -9	4	0	-3	9	-6	-1	-5.2	-17	4
- Cc1ccc(S(=O)(=O)NCCC(=O)OCC(=O)N2CCCC2=O)cc1
 : -14	0	-1	10	14	1	1	-1.4	-5	-7
- O=C(CNC(=O)C(c1ccccc1)c1ccccc1)N/N=C\c1ccc(C(=O)O)cc1
 : -30	-3	2	5	30	-6	-1	0.3	-3	6
- CC(=O)Nc1ccc(S(=O)(=O)NC2=NCN(C)CN2)cc1
 : -15	1	-3	-7	15	0	-3	-2.1	-6	4
- Cc1ccc2c(CC(=O)Nc3cccc(S(=O)(=O)N4CCOCC4)c3)coc2c1
 : 17	-7	4	5	-17	2	-1	0.5	16	5
- Oc1cccc(Nc2ncnc3c2oc2ccccc23)c1
 : 1	-2	1	-10	-1	-18	30	1.1	4	?
- NC(=O)NOCc1ccc(F)cc1Cl
 : -9	6	·	-14	9	·	-1	-1.5	4	-1
- CCOC(=O)N1C(=O)c2cc(OC)ccc2S1(=O)=O
 : -4	1	1	-7	4	-5	·	1.5	2	-2
- COc1ccc(CN2CC(C(=O)NCCc3ccccc3)CC2=O)cc1 (stereo not drawn)
 : -8	-4	2	-16	8	-1	·	0.4	-20	-14
- COc1ccc(/C=C/C(=O)NNC(=O)c2ccncc2)c(OC)c1
 : 8	3	-6	0	-8	0	-3	1.2	8	6
- CCN(Cc1ccccc1)C(=O)Cn1cc(S(=O)(=O)NC)c(S(=O)(=O)NC)c1
 : -20	8	5	1	20	2	-3	0.0	1	6
- Cc1ccc(-n2c(Cc3ccccc3)n[nH]c2=S)cc1
 : -13	0	-2	-8	13	-5	·	-0.9	-5	7
- COc1ccccc1NC(=O)COC(=O)c1ccccn1
 : ·	2	-4	-6	·	-2	-1	1.6	-4	-14
- O=C(/C=C/Nc1ccccc1F)c1ccc(Br)cc1
 : -17	2	-2	11	17	2	46*	1.2	1	32
- COc1ccc(OC)c(S(=O)(=O)Nc2cc(Cl)cc(Cl)c2)c1
 : -7	-4	1	-13	7	-8	·	-2.8	-5	8
- CCOc1ccccc1NC(=O)C(Sc1ccccc1)c1ccccc1 (stereo not drawn)
 : 23	-7	-1	-5	-23	0	·	2.4	-25	-9
- CCc1ccc(C(=O)OCC(=O)N2CCCCCC2)cc1
 : 0	-3	0	-4	0	1	-3	0.4	-11	17
- COc1ccc(S(=O)(=O)N2CCN(C(=O)Nc3ccccc3OC)CC2)cc1
 : 2	-6	0	2	-2	-1	-3	-0.2	1	-9
- O=C(CSc1nnc(SCc2ccccc2)s1)N/N=C/c1ccc(C(=O)O)cc1
 : -5	-10	2	6	5	1	1	2.3	-3	-1
- COC(=O)C(Cc1ccccc1)NC(=O)c1ccc(C)cc1 (stereo not drawn)
 : 4	0	4	4	-4	0	?	2.5	23	2
- COc1ccccc1Oc1ccc2c(c1)C(=O)N(c1cccc(O)c1)C2=O
 : 37	-4	5	-9	-37	-2	·	-0.7	6	32
- COc1ccc(C2C(C#N)=C(N)OC3=C2C(=O)CC(C)C3)c(OC)c1OC (stereo not drawn)
 : -24	-6	-1	10	24	1	3	1.4	-7	-8
- CC(C)c1ccc(OC(=O)NCCO)cc1
 : -2	3	1	-8	2	4	3	4.0	-11	12
- CC(C)C[C@H](NC(=O)NCc1ccccc1Cl)C(=O)O
 : 1	4	-2	-10	-1	0	·	2.4	4	-12
- O=C(NC12CC3CC(CC(C3)C1)C2)c1cc2nc(-c3ccco3)cc(C(F)(F)F)n2n1
 : 31	-20	-5	-2	-31	-3	-1	-0.3	-10	·
- CC(=O)c1cnc2scnn2c1=O
 : 3	2	2	3	-3	-3	-1	-7.6	11	-3
- COC(=O)CCC/C=C1\SC[C@@H](NC(=O)c2ccccc2)C1NC(C)=O (stereo partly drawn)
 : -5	-6	4	7	5	-2	-3	2.4	·	-14
- COc1ccccc1NC(CC(=O)c1ccccc1)C(=O)OCC(=O)c1ccc(Br)cc1 (stereo not drawn)
 : 1	-4	-1	-17	-1	-12	-12	1.9	1	21
- COc1ccc(OCC(=O)Nc2ccc(S(=O)(=O)Nc3cc(C)nc(C)n3)cc2)cc1
 : -21	3	2	-7	21	8	·	-0.9	3	-9
- Cc1cc(C)c(C(=O)CSc2nnc(-c3cccnc3)n2C)c(C)c1
 : -19	3	4	1	19	8	-3	0.2	-6	-1
- O=C1NC(c2ccccn2)Nc2sc3c(c21)CCC3 (stereo not drawn)
 : ·	-16	-2	-9	·	2	·	0.8	-4	?
- CCCc1nc2ccccc2c(C(=O)O)c1CC
 : -8	-3	3	-7	8	0	·	0.8	6	-10
- Cc1nnc(NC(=O)c2ccc(F)c(S(=O)(=O)N3CCOCC3)c2)s1
 : -7	9	-1	-5	7	-1	-6	-0.8	13	1
- C=C[C@@](C)(O)CC[C@@H]1[C@@]2(C)CCCC(C)(C)[C@@H]2CC[C@@]1(C)O
 : 5	-10	7	22	-5	16	-2	1.3	9	6
- Cc1cccc(NC(=O)CN(C)C(=O)C2CC2)c1C
 : 0	-1	5	-11	0	1	-1	-9.5	-4	-2
- Cc1c(CNCCc2ccc(Cl)cc2)c(C(=O)O)c(C)n1-c1ccccc1
 : -27	-5	2	-16	27	2	1	0.5	-5	·
- CCN(CC)c1ccc(NC(=O)COc2ccccc2C#N)cc1S(=O)(=O)Nc1ccccc1OC
 : 51	-12	-3	-4	-51	-4	-1	-1.0	-1	3
- O=C1CC(c2cc(-c3ccccc3)no2)C1
 : -4	7	3	-14	4	1	22	-1.2	-13	74
- NCCCC[C@@H](C(=O)N1CCNCC1)n1cc(CN)nn1
 : -14	0	-1	-12	14	-6	-2	19	1	-4
- CN(C)S(=O)(=O)c1ccc(Cl)c(NC(=O)CSc2nc3ccccc3c(=O)n2CCCN2CCOCC2)c1
 : -35	4	2	-14	35	3	·	-1.9	0	-11
- CCN(CC(=O)Nc1ccc(NC(C)=O)cc1)CC(=O)Nc1cccc(Cl)c1
 : 28	-3	0	11	-28	1	-3	1.7	0	-9
- CC(=O)Nc1ccccc1C(=O)C(=O)Nc1cccc(C(=O)NC2CC2)c1
 : 0	1	2	19	0	0	·	-0.2	2	23
- COc1ccccc1C(=O)Nc1sc2c(c1C#N)CCC2
 : 29	3	0	-9	-29	0	·	0.2	-2	14
- CC1CCC(NC(=O)CN2CCCN(Cc3ccc(F)cc3Cl)C2=O)CC1 (stereo not drawn)
 : 8	0	-4	-12	-8	2	-4	-0.9	-1	-8

# Next compounds.
# Every second line gives: SR-BI HDL uptake	dFosB act	HTR5A ag	PvdQ acylase	SR-BI DiI-HDL act	cardiac RTF act	Wnt act	CDK5 inh	Rtt109 HAT inh	MITF TRPM1 HTS
- CCc1nn(CC(=O)NCCCN(CC)Cc2ccccc2)c(=O)c2cc3sccc3n12
 : 34	-3	-4	-10	-34	-1	-15	-1.5	-5	-2
- COc1ccc(-n2sc3c(c2=S)-c2cc(OC)ccc2NC3(C)C)cc1
 : 108*	5	-5	-1	-108	-1	-4	0.5	6	-2
- Cc1noc(C)c1C(=O)N1CCC(C(=O)c2ccc(F)cc2F)CC1
 : 1	-2	4	-8	-1	-6	10	-1.5	0	-1
- Cc1nc2ccccn2c1/C(O)=C1\C(=O)C(=O)N(CCN2CCOCC2)C1c1cccs1 (stereo not drawn)
 : -9	2	5	-5	9	-1	-2	-0.7	-2	-8
- COc1ccc(S(=O)(=O)NNC(=O)c2cccs2)cc1
 : -27	3	-5	-6	27	5	-1	-1.3	6	-8
- Cc1c(OCC(=O)N2CCC(C(=O)O)CC2)ccc2c3c(c(=O)oc12)CCC3
 : -11	-13	0	-12	11	7	-2	0.3	-4	-14
- COc1cccc(OCc2cc(C(=O)N(C)C3CCOCC3)no2)c1
 : 9	-5	2	-11	-9	-1	-1	-1.2	-18	12
- c1ccc2c(N3CCOCC3)c3c(nc2c1)CCC3
 : -4	1	0	-23	4	-5	-2	-0.2	-9	0
- O=C(Nc1ccc(Cl)cc1)c1ccc(S(=O)(=O)N2CCOCC2)cc1
 : 10	-11	8	-15	-10	-5	1	0.3	6	-2
- O=C(CN1c2cccc3cccc(c23)S1(=O)=O)Nc1ccccc1
 : -22	5	5	-6	22	-3	-1	0.6	-13	10
- Cc1nonc1C1CCCN1Cc1cn[nH]c1-c1ccc2c(c1)OCO2 (stereo not drawn)
 : 10	5	-3	-13	-10	4	-1	-0.6	2	-4
- Cc1cccc(NC(=O)NNC(=O)COc2ccc(Cl)cc2)c1
 : -40	35*	-1	-13	40	2	-2	-0.9	-4	6
- O=C1CN(C(=O)NCC(=O)N[C@@H](Cc2ccccc2)C(=O)O)c2ccccc2N1
 : -6	0	5	8	6	3	3	0.6	1	-7
- CC(=O)c1ccc(NC(=O)CN2C(=O)NC(C)(C3CCCCC3)C2=O)cc1 (stereo not drawn)
 : -33	0	-1	-20	33	1	1	1.8	-4	1
- Cc1cc(NC(=O)CSCC(=O)N(C)Cc2ccc(Cl)cc2Cl)no1
 : -7	2	1	-12	7	0	-3	-0.3	-5	-6
- Cc1ccc(CN(Cc2ccco2)C(=S)NCC(=O)NC2CC2)cc1
 : -1	-6	2	-6	1	-4	-1	-1.9	-2	-1
- Cc1cccc(C)c1-n1c(C)nn(Cc2ccc([N+](=O)[O-])cc2)c1=O
 : -5	-1	1	-8	5	-2	-2	0.4	5	2
- CCOc1ncccc1C(=O)Nc1cc(S(=O)(=O)N(CC)CC)ccc1N1CCOCC1
 : -2	-18	3	-2	2	1	0	0.8	0	-10
- O=C(COC(=O)CNC(=O)c1ccc(Br)o1)Nc1ccc2c(c1)OCCO2
 : -23	-2	0	0	23	-9	·	-1.3	-3	-1
- CC(=O)Nc1ccc(C=CC=Cc2cccc([N+](=O)[O-])c2)cc1
 : 49	-3	-2	-10	-49	2	25	-5.3	7	40
